# STAT1 activator = increases IFN-gamma driven STAT1 reporter signal; NIH 3T3 STAT1-luciferase reporter, luminescence; 100% = IFN-gamma alone, no compound; activation (% of control), % at 5.5 µM; 2.6% of 200,000 active; AID 932;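 active means activation above the screen-wide mean activation plus 3 SD, cut at about 130% in these data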;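 further: raw ratio to IFN-gamma control signal so 100% means no change and 0% no light; values of inactives mirror those of a sister screen read the other way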
# ROMK mod = modulators of human ROMK potassium channel | P48048 | Tet-inducible ROMK, thallium flux fluorescence; actives lie on both sides | B-score at 10 µM | 2% of 130,000 active;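 active means signal ratio slope over the read window, or its plate-corrected B-score, at least 3 SD from the plate mean, either direction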;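 further: B-score of the F/F0 ratio slope over 7 to 12 s after thallium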
# Target sequence (P48048 whole entry, looked up): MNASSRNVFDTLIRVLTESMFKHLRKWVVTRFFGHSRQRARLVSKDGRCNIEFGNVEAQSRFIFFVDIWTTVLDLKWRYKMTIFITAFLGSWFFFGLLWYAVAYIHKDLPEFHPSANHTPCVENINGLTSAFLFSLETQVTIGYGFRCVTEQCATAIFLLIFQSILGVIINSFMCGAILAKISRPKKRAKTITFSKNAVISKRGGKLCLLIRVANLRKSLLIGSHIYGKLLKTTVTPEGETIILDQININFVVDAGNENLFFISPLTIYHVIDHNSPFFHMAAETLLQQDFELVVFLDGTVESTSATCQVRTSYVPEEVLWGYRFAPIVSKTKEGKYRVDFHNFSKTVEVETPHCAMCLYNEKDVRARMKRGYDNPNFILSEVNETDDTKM
# STAT3 inh = inhibitors of IL-6 induced STAT3 signaling | U3A cells, IL-6 STAT3-luciferase reporter, luminescence; host cell line lacks STAT1 | inhibition, % at 5.5 µM | 0.89% of 190,000 active;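 active means inhibition above the mean inhibition across all screened compounds plus 3 SD, cut at about 44% in these data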;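 further: 0% = DMSO only wells and 100% = 100 µM nifuroxazide control wells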
# NF-kB expr up = NF-kB expression increase, human neuronal cells. NF-kB reporter expression; active compounds read high. fold change at 12.5 µM. 1.6% of 190,000 active; in the data active means fold change above about 3.3
# APP transl inh = APP translation inhibition; SH-SY5Y APP 5'UTR-luciferase reporter, luminescence; inhibition, % at 2 µM; 0.82% of 190,000 active; AID 1285;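 active means inhibition above a set limit, derived from the sample mean plus 3 SD, cut at about 45% in these data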; further: values of inactives mirror those of a sister screen read the other way
# STAT1 inh = STAT1 signaling inhibition | 0.35% of 200,000 active | inhibition, % at 5.5 µM | NIH 3T3 STAT1-luciferase reporter, IFN-gamma, luminescence;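 active means inhibition above a set limit, the mean inhibition across all tested compounds plus 3 SD, cut at about 34% in these data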;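 further: 0% = IFN-gamma with DMSO and 100% = IFN-gamma with 300 µM nifuroxazide; values of inactives mirror those of a sister screen read the other way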
# STAT3 act = increases IL-6 driven STAT3 reporter signal | activation (% of control), % at 5.6 µM | 0.91% of 190,000 active | U3A cells, IL-6 STAT3-luciferase reporter, luminescence; 100% = signal with IL-6 EC80 alone;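 active means activation above the screen-wide mean of compound activation plus 3 SD, cut at about 130% in these data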;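 further: 0% = background luminescence of wells with medium and substrate only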
#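 Material: STAT1-lacking human U3A cells, STAT3 luciferase reporter | Benchmarks: IL-6-only wells as 100% reference | Probe or stimulus: IL-6 (33 ng/mL) | Timing: Compound 1 h, then IL-6 6 h at 37 °C | Detection: Luminescence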
# APP 5'UTR act = activates APP 5'UTR luciferase reporter; 1% of 190,000 active; SH-SY5Y APP 5'UTR luciferase reporter, luminescence; zero percent = DMSO vehicle wells; activation, % at 2 µM;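 active means activation above a set limit, based on mean plus 3 SD of controls, cut at about 140% in these data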; further: values of inactives mirror those of a sister screen read the other way
# FLuc stim CS = affects firefly luciferase, flagging false hits in luciferase stimulation screens; P08659; ATPlite luciferase biochemical, luminescence, 10 min; 0 = ATP-free wells, 1 = DMSO control; activation factor at 10 µM; 200,000 tested, under 10 active;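 active means luciferase activation factor, scaled between plate controls, of at least 2 with compound at 10 µM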
# Target sequence (P08659 whole entry, looked up): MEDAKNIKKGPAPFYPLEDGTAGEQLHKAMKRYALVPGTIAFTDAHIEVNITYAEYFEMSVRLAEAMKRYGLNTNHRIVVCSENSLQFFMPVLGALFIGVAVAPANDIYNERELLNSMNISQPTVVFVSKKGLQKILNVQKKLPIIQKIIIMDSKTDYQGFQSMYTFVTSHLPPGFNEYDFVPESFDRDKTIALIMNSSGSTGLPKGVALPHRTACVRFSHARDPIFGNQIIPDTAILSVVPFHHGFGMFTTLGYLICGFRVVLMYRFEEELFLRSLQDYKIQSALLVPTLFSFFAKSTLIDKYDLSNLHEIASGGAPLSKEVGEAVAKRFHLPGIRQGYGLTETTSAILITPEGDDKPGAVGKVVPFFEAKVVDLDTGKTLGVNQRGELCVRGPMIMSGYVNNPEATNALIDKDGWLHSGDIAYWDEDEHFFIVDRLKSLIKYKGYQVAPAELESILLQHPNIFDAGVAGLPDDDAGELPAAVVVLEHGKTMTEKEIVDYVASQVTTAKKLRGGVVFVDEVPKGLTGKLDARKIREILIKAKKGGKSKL
#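 Assay system: Luciferase/luciferin detection reagent, cell-free biochemical luciferase assay / Read-out: luciferase activation / Benchmarks: No-ATP low control, compound-free enzyme-plus-ATP high control / Medium: PBS buffer for ATP / Detection: luminescence measurement of luciferase light output / Schedule: 10 min at ambient temperature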
# FLuc inh counter = counter-screen for luciferase assay inhibitors: firefly luciferase inhibition; ATPLite firefly luciferase biochemical luminescence, 10 min; P08659; 1.5% of 200,000 active; inhibition, % at 10 µM; AID 1006;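 active means inhibition above about 50% when tested at 10 µM, limit read from the data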
# * marks the source's active call; other numbers are inactive results; / = not tested or not shown.
SMILES | STAT1 activator | ROMK mod | STAT3 inh | NF-kB expr up | APP transl inh | STAT1 inh | STAT3 act | APP 5'UTR act | FLuc stim CS | FLuc inh counter
CC(C(=O)N/N=C/c1ccc(N(C)C)c(Br)c1)N(c1ccccc1)S(C)(=O)=O (configuration not stated) | 93 | / | -1 | 0.87 | -4 | 8 | 104 | 4 | 1.1 | -8
O=C(CN1C(=O)NC(Cc2ccccc2)C1=O)Nc1ccccc1 (configuration not stated) | 102 | / | 2 | 1.4 | 11 | -2 | 102 | -11 | 1.1 | -5
CC1CCCC(C)N1/N=C/C=C/c1ccccc1[N+](=O)[O-] (configuration not stated) | 120 | -1.1 | -7 | 1.5 | -14 | -21 | 107 | 14 | 0.9 | 14
N#CC1=C(SCC(=O)Nc2ccccc2)NC(=O)CC1c1ccco1 (configuration not stated) | 110 | 0.49 | 8 | 1.4 | -82 | -15 | 97 | 83 | / | /
CNC(=O)CN(c1ccc(F)cc1)S(=O)(=O)c1cc(C)ccc1OC | 98 | 0.96 | 9 | 1.2 | 4 | 2 | 98 | -5 | 1 | -4
O=C(Nc1cccc(Br)c1)c1ccccc1-c1ccccc1 | 101 | / | -3 | 0.9 | 1 | -1 | 99 | -1 | 1 | -2
CC(=O)N(CN1C(=O)CCC1=O)c1ccc(Cl)c(Cl)c1 | 100 | 0.83 | -4 | 0.85 | -1 | -1 | 116 | 1 | 1 | 0
Cc1ccccc1NC(=O)Cn1c(=O)n(CC2CCCO2)c(=O)c2ccccc21 (configuration not stated) | 97 | / | 4 | 0.98 | -3 | 2 | 100 | 3 | 1 | 1
COCCc1nnc(NC(=O)Cc2ccccc2)s1 | 97 | 0.66 | 4 | 1 | -14 | 4 | 102 | 14 | 1 | -2
COC(=O)c1ccc2c(=O)n(NC(C)=O)c(=S)[nH]c2c1 | 94 | / | 4 | 1.1 | 1 | 7 | 99 | -1 | 1.1 | -6
CCCOc1ccc(CSC2=NCCN2)cc1[N+](=O)[O-] | 114 | -2 | 10 | 1.9 | -8 | -15 | 98 | 8 | 1.1 | -7
COc1ccc(C(=O)N[C@H]2COC(C)(C)O[C@H]2c2ccccc2)cc1 | 94 | 1 | 9 | 1.1 | -11 | 6 | 95 | 11 | 1.1 | -5
COC(=O)Cc1ccc(NC(=S)NCc2ccc(OC)cc2)cc1 | 96 | -0.089 | 8 | 1.4 | 14 | 2 | 97 | -14 | 1 | 0
C#CCOCCOCCOCCNc1nc(N2CCN(C(=O)C(Cc3cc4ccccc4[nH]3)n3cc(C(N)C(C)CC)nn3)CC2)nc(N2CCN(C(=O)C(Cc3cc4ccccc4[nH]3)n3cc(C(N)C(C)CC)nn3)CC2)n1 (configuration not stated) | 108 | / | / | 0.87 | -10 | -7 | / | 10 | 1 | 2
O=C(/C=C/c1ccccc1)NC(=S)Nc1ccc(CN2CCOCC2)cc1 | 88 | / | 17 | 0.87 | -14 | 13 | 87 | 14 | 1.1 | -6
Nc1nc(Nc2ccc(Cl)cc2)n[nH]1 | 102 | -0.019 | -7 | 1.6 | -25 | -2 | 105 | 25 | 1 | -3
CC(C)C(NC(=O)OC(C)(C)C)C(=O)NC(CCC(=O)OCc1ccccc1)C(N)=O (configuration not stated) | 103 | 0.43 | 6 | 1.3 | -25 | -3 | 96 | 25 | 1.1 | -5
CCOC(=O)C(C)Sc1nc2c(c(-c3cccs3)c1C#N)CCC2 (configuration not stated) | 99 | / | -7 | 1.3 | 0 | 1 | 108 | 1 | 1.1 | -5
COCCNC(=O)CCc1ccc(S(=O)(=O)Nc2ccc(C)cc2)cc1 | 95 | 1.1 | -3 | 0.93 | 14 | 6 | 103 | -14 | 1.1 | -6
Cc1ccc(C)c(N(CC(=O)NC(C)(C)C)C(=O)CNC(=O)c2cccs2)c1 | 103 | -0.47 | 8 | 0.95 | -1 | -3 | 98 | 1 | 1 | 1
Cc1ccc(C(=O)O)cc1N1C(=O)c2cccc3cc(Br)cc(c23)C1=O | 97 | / | 5 | 0.94 | -8 | 4 | 99 | 8 | 1 | -5
O=C1OC(/C=C/c2ccccc2)=NC/1=C/C=C/c1ccccc1 | 96 | -1.5 | -14 | 1.4 | -2 | 6 | 109 | 2 | 1 | -2
C/C(=N/NS(=O)(=O)c1ccc(Cl)cc1)c1cccc(O)c1 | 100 | -0.31 | -6 | 1.1 | 0 | 0 | 105 | 0 | 1.1 | -6
CCNC(=O)NC(=O)C(C)OC(=O)C1CCN(S(=O)(=O)c2ccccc2C(=O)OC)CC1 (configuration not stated) | 94 | -0.72 | -2 | 0.87 | 1 | 5 | 103 | -1 | 1 | -3
CC(C)CNC(=O)NC(=O)COc1ccc(C=O)cc1 | 92 | -0.71 | 3 | 1 | 2 | 8 | 103 | -2 | 1 | -1
O=C(Nc1ccc(F)cc1)N1CCN(C/C=C/c2ccccc2)CC1 | 102 | / | 8 | 1.7 | 8 | 3 | 94 | -8 | 1 | 4
Cc1ccc(-c2ccnc(=S)[nH]2)cc1 | 100 | 0.29 | 8 | 1.4 | -16 | 0 | 100 | 16 | 1.1 | -6
Cc1cc(N2CCOCC2)ncc1[N+](=O)[O-] | 95 | 0.2 | 8 | 1.4 | -6 | 6 | 98 | 6 | 1.1 | -7
COc1cccc(OCCCn2cc(/C=C3/C(=N)N4C=C(C)SC4=NC3=O)c3ccccc32)c1 | 101 | 0.52 | 7 | 1 | 1 | -1 | 92 | -1 | 1 | 1
COc1cc(/C=C2/C(=N)N3C=CSC3=NC2=O)ccc1OCCOc1ccc(NC(C)=O)cc1 | 105 | -0.017 | 4 | 1.1 | 14 | -6 | 102 | -14 | 1.1 | -8
Cc1ccc(-c2nc3sc4c(c3c(=O)n2N)CC(C)(C)OC4)cc1 | 102 | / | 21 | 1.1 | 4 | -4 | 83 | -4 | 1 | -1
O=C(NCc1cccs1)C1CCCN(c2nc3ccccc3o2)C1 (configuration not stated) | 95 | -0.12 | 8 | 1.1 | -8 | 6 | 100 | 8 | 1 | -3
O=C(O)CN(Cc1ccccc1)S(=O)(=O)c1ccc(F)cc1 | 93 | / | 3 | 1.1 | 22 | 8 | 99 | -22 | 1.1 | -8
O=c1ccnc(SCCC(F)=C(F)F)[nH]1 | 104 | 1.2 | 14 | 1.1 | -1 | -5 | 92 | 1 | 1 | -4
COc1ccc(-c2noc(CSc3nc(N)c(-c4ccccc4)c(=O)[nH]3)n2)cc1OC | 102 | / | -5 | 1.1 | -4 | -3 | 108 | 4 | 1 | -3
C=CCNC(=S)NC(=O)c1oc2ccccc2c1C | 134* | 0.78 | -4 | 2 | -58 | -40 | 107 | 57 | 0.9 | 7
COc1ccc(C(=O)NNC(=O)c2ccccc2[N+](=O)[O-])cc1Br | 102 | 0.45 | 4 | 1.3 | 5 | -2 | 100 | -5 | 1 | -3
Cc1ccc2cccc(OCC(=O)c3cc(C)n(Cc4ccco4)c3C)c2n1 | 110 | 0.2 | 12 | 0.98 | -13 | -11 | 92 | 13 | 0.9 | 11
O=C(Cc1nc2ccccc2s1)c1ccc(O)cc1O | 126 | / | 2 | 1.7 | -52 | -28 | 101 | 52 | 0.7 | 28
CC(=O)Oc1ccc2c(=O)c(Oc3ccccc3)coc2c1OC(C)=O | 88 | / | 14 | 0.96 | -1 | 13 | 89 | 1 | 1 | 2
Cn1c(=O)n(CC(=O)NC2CCCCC2)c(=O)c2ccccc21 | 103 | / | 0 | 1.2 | -17 | -4 | 106 | 17 | 1.1 | -5
COc1cc(OC)cc(-n2nnnc2SCC(=O)Nc2ccc(C(C)=O)cc2)c1 | 108 | 0.19 | -4 | 0.96 | / | -8 | 102 | / | 1 | -3
CCOC(=O)c1sc(NC(=S)NC(=O)c2ccco2)nc1C | 94 | / | -4 | 1 | 2 | 6 | 109 | -2 | 0.7 | 33
Cc1ccc(NC(=O)c2c3c(nc4ccccc24)CCC3)cc1S(=O)(=O)N(C)C | 92 | -1.9 | 9 | 0.71 | -19 | 7 | 94 | 19 | 1.1 | -7
O=C(CN1C(=O)COc2ccccc21)N(Cc1ccc2c(c1)OCO2)CC1CCCO1 (configuration not stated) | 102 | / | 7 | 1 | 0 | -2 | 98 | 0 | 1.1 | -10
CCN(CCO)Cc1cc(=O)oc2cc3c(cc12)CCC3 | 99 | -0.41 | -1 | 1.3 | 12 | -1 | 106 | -12 | 1 | -3
Cc1ccccc1-c1nc(CN2CCCC(C(=O)NCCCN3CCOCC3)C2)c(C)o1 (configuration not stated) | 100 | -0.86 | 0 | 0.86 | -6 | -1 | 102 | 6 | 1.1 | -7

# An excerpt of these results, with two lines to a compound:
# Order of values – STAT1 activator, ROMK mod, STAT3 inh, NF-kB expr up, APP transl inh, STAT1 inh, STAT3 act, APP 5'UTR act, FLuc stim CS, FLuc inh counter
> COc1ccc(C(=O)NNC(=O)c2ccccc2[N+](=O)[O-])cc1Br
 : 102, 0.45, 4, 1.3, 5, -2, 100, -5, 1, -3
> Cc1ccc2cccc(OCC(=O)c3cc(C)n(Cc4ccco4)c3C)c2n1
 : 110, 0.2, 12, 0.98, -13, -11, 92, 13, 0.9, 11

# Among those listed so far, these contain an aryl methoxy group.
SMILES | STAT1 activator | ROMK mod | STAT3 inh | NF-kB expr up | APP transl inh | STAT1 inh | STAT3 act | APP 5'UTR act | FLuc stim CS | FLuc inh counter
CNC(=O)CN(c1ccc(F)cc1)S(=O)(=O)c1cc(C)ccc1OC | 98 | 0.96 | 9 | 1.2 | 4 | 2 | 98 | -5 | 1 | -4
COc1ccc(C(=O)N[C@H]2COC(C)(C)O[C@H]2c2ccccc2)cc1 | 94 | 1 | 9 | 1.1 | -11 | 6 | 95 | 11 | 1.1 | -5
COC(=O)Cc1ccc(NC(=S)NCc2ccc(OC)cc2)cc1 | 96 | -0.089 | 8 | 1.4 | 14 | 2 | 97 | -14 | 1 | 0
COc1cccc(OCCCn2cc(/C=C3/C(=N)N4C=C(C)SC4=NC3=O)c3ccccc32)c1 | 101 | 0.52 | 7 | 1 | 1 | -1 | 92 | -1 | 1 | 1
COc1cc(/C=C2/C(=N)N3C=CSC3=NC2=O)ccc1OCCOc1ccc(NC(C)=O)cc1 | 105 | -0.017 | 4 | 1.1 | 14 | -6 | 102 | -14 | 1.1 | -8
COc1ccc(-c2noc(CSc3nc(N)c(-c4ccccc4)c(=O)[nH]3)n2)cc1OC | 102 | / | -5 | 1.1 | -4 | -3 | 108 | 4 | 1 | -3
COc1ccc(C(=O)NNC(=O)c2ccccc2[N+](=O)[O-])cc1Br | 102 | 0.45 | 4 | 1.3 | 5 | -2 | 100 | -5 | 1 | -3
COc1cc(OC)cc(-n2nnnc2SCC(=O)Nc2ccc(C(C)=O)cc2)c1 | 108 | 0.19 | -4 | 0.96 | / | -8 | 102 | / | 1 | -3

# Bioassay records as filed in PubChem BioAssay.

# Random draw from the library. About 7.1% of those tested had a hit in this group.
